Screens (PubChem BioAssay)
UTI89 phage lysis = inhibition of K1F phage lysis, E. coli UTI89, bacterial capsule biogenesis inhibitors, alamar blue (AID 488966). E. coli UTI89 K1F phage lysis, alamar blue, 2 h; higher % means a stronger effect. one-dose inhibition, % at 100 µM; IC50 in µM for titrated hits. hit rate 0.02% among 340,000;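 active = phage lysis inhibition, versus mean bacterial control, above a set limit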;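 also: capsule biogenesis inhibitors block K1F phage lysis so surviving cells raise fluorescence; higher fluorescence means more inhibition of phage lysis; actives were called in the ten point dose series up to 300 µM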
NOD1 inhibition = NOD1 signaling inhibitors, primary screen, cell-based, luminescence, uHTS (AID 1578); NOD1-driven NF-kB luciferase reporter cells, luminescence; higher % means a stronger effect; one-dose inhibition, % at 4 µM; EC50 in µM for titrated hits; hit rate 1% among 290,000; in the data active = inhibition mostly above about 36%, no sharp cut-off; inactive = mostly below about 34%;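 also: HEK-293T reporter cells stimulated with the NOD1 agonist gamma-tri-DAP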
GPR55 antagonists = GPR55 antagonists blocking LPI-driven arrestin recruitment, primary screen, imaging, U2OS, beta-arrestin-GFP, LPI agonist (AID 2013); U2OS GPR55 beta-arrestin-GFP translocation imaging, LPI antagonism; higher % means a stronger effect; hit rate 0.13% among 290,000; inhibition, % at 10 µM, or IC50 in µM where a hit was titrated; G-protein coupled receptor 55 (Homo sapiens);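 active = spots per cell inhibited over 60%, with over 100 cells counted and total cytoplasm intensity under 500,000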;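 also: U2OS cells stably carrying GPR55 and arrestin-GFP stimulated by 5 µM LPI near EC80; imaged beta-arrestin-GFP aggregate spots per cell after agonist stimulation; plate controls were LPI-stimulated DMSO wells for no effect and DMSO wells without LPI for full effect; some results filed as inactive read as strong as hits; confirmed hits need IC50 under 10 µM and bright autofluorescent wells are also inconclusive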
KOR beta-arrestin-1 = KOR antagonists, beta-arrestin recruitment, cell-based, luminescence, uHTS (AID 1778); Kappa-type opioid receptor (Homo sapiens); KOR beta-arrestin recruitment, luminescence, antagonist mode; higher % means a stronger effect; one-dose inhibition, % at 10 µM; IC50 in µM for titrated hits; hit rate 0.091% among 290,000; in the data active = inhibition above about 50%; also: strong numbers were not always called active
MgcRacGAP inhibition = MgcRacGAP GTPase-activating activity inhibitors, confirmation, biochemical, ADP Hunter fluorescence; Rac GTPase-activating protein 1 (Homo sapiens); MgcRacGAP-stimulated Rac1 GTP hydrolysis, ADP Hunter fluorescence; higher % means a stronger effect; GST-tagged Rac1 F28L mutant substrate; one-dose inhibition, % at 30 µM; IC50 in µM for titrated hits; hit rate 0.6% among 340,000; AID 624330, 2012;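 active = first-screen hits whose inhibition reached a set limit at any dose in the follow-up dose series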;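 also: fluorescence reports GDP produced by GAP-driven GTP hydrolysis; strong numbers were not always called active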
KOR beta-arrestin-2 = KOR agonists, beta-arrestin recruitment, primary screen, cell-based, luminescence, uHTS (AID 1777); KOR beta-arrestin recruitment, luminescence; higher % means a stronger effect; one-dose activation, % at 10 µM; EC50 in µM for titrated hits; hit rate 0.02% among 280,000; in the data active = activation above about 50%, passing the limit was not always enough; also: a part of the inactive calls stands beside numbers as strong as those of hits
NTR1 ag = agonists of NTR1, primary screen, imaging, U2OS cells, beta-arrestin-GFP, high content (AID 493036); NTR1-U2OS beta-arrestin-GFP spot imaging, agonist mode; hit rate 0.17% among 330,000; activation, % at 20 µM;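 active = activation at or above 40% of the spot to cytoplasm intensity ratio, with at least 20 cells analyzed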;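 also: 0% = DMSO without peptide and 100% = 100 nM NTR1 peptide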
Target sequence (P30989 whole entry, looked up): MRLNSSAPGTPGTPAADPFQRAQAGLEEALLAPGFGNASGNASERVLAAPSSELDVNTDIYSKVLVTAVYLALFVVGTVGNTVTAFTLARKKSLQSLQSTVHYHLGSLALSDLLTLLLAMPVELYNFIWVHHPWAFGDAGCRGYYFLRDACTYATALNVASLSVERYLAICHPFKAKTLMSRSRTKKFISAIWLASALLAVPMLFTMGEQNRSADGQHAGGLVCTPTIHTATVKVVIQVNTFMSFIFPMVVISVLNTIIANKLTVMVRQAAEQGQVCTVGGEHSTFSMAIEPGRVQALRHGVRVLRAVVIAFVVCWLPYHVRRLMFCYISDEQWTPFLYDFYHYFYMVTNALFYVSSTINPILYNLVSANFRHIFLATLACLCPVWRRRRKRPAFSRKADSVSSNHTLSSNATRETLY
GPR35 arrestin U2OS = GPR35 antagonists blocking zaprinast-driven arrestin recruitment, primary screen, imaging, U2OS, beta-arrestin-GFP, zaprinast agonist (AID 2058). inhibition, % at 10 µM; hits with a dose series show IC50 in µM. U2OS GPR35 beta-arrestin-GFP translocation imaging, zaprinast antagonism; higher % means a stronger effect. G-protein coupled receptor 35 (Homo sapiens). hit rate 0.052% among 290,000;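 active = inhibition of at least 50% with at least 30 cells and total cytoplasm GFP at most 10,000,000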
GPR55 beta-arrestin = GPR55 agonists via beta-arrestin recruitment, primary screen, imaging, U2OS cells, beta-arrestin-GFP redistribution (AID 1961); G-protein coupled receptor 55 (Homo sapiens); U2OS GPR55 beta-arrestin-GFP redistribution imaging; higher % means a stronger effect; activation, % at 10 µM, or EC50 in µM where a hit was titrated; hit rate 0.048% among 290,000;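 active = activation above 40% with more than 50 cells counted in the well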;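 also: U2OS osteosarcoma cells stably expressing GPR55 and beta-arrestin-GFP; plate controls were DMSO negative control for no effect and LPI positive control for full effect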
NTR1 ag cell count 20 µM = further read-out of NTR1 ag, marked with its call; cell count; measured here: cell count, cytotoxicity flag
The depositor's hits bear a star; x = not tested or not shown; [ ] = remark or other dose.

SMILES	UTI89 phage lysis	NOD1 inhibition	GPR55 antagonists	KOR beta-arrestin-1	MgcRacGAP inhibition	KOR beta-arrestin-2	NTR1 ag	NTR1 ag cell count 20 µM	GPR35 arrestin U2OS	GPR55 beta-arrestin
CCn1c(-c2sc(-c3ccccc3)nc2C)n[nH]c1=S	-1.6%	-30%	-4%	4%[20 µM]	11%	0.4%	0.9	39	10%	-0.1%
CC(C)(C)Cc1nnc(NC(=O)CCc2ccccc2)s1	0.1%	-12%	8%	-62%[20 µM]	-1%	8.3%	0.4	69	18%	-0.1%
COC(=O)NNC(=O)C(C)Oc1ccc(Cl)cc1Cl (stereo not given)	-1.6%	-4%	-8%	-41%	7%	6.6%	0.8	78	-7%	0.0%
CCOc1ccc(NC(=S)N2CCc3cc(OC)c(OC)cc3C2COc2ccc3c(C)cc(=O)oc3c2)cc1 (stereo not given)	5.4%	27%	2%	-15%	3%	-1.7%	-0.3	54	-7%	-0.5%
COc1cc(O)cc(O)c1C(=O)/C=C/c1ccccc1	2.3%	50%*	6%	-27%	9%	2.1%	6.8	87	-20%	-0.2%
Oc1ccc(/C=N/n2c(C3CCCCC3)n[nH]c2=S)c(O)c1	-0.2%[50 µM]	0%	10%	9%	x	1.0%	2.7	96	-12%	-0.2%
CC(C)C[C@H](NC(=O)N1CC(=O)Nc2ccccc21)C(=O)N[C@H](Cc1c[nH]c2ccccc12)C(=O)O	1.9%	-10%	7%	-64%[20 µM]	0%	1.8%	8.5	91	-2%	0.4%
Cc1nc2c(C)cccn2c1/C(O)=C1\C(=O)C(=O)N(CCN2CCOCC2)C1c1cccs1 (stereo not given)	-0.2%	10%	7%	-28%	4%	5.4%	-3.0	91	8%	0.5%
Cc1cc(C)n(C(=O)CCN2C(=O)c3ccccc3C2=O)n1	3.9%	12%	-7%	8%	-1%	0.5%	1.9	51	4%	-0.4%
O=C(COc1ccccc1)NCC1COc2ccccc2O1 (stereo not given)	0.0%	-32%	3%	-12%	9%	0.2%	-0.8	51	9%	-0.2%
Cc1ccc(NC(=O)CC(NCCN2CCOCC2)C(=O)O)cc1Cl (stereo not given)	0.3%	5%	11%	-3%	8%	13%	-0.1	89	26%	-0.1%
Cn1cc(CCC(=O)NCCCc2ccccc2)c2ccccc21	0.0%	1%	8%	-17%	8%	-8.7%	-0.1	76	-16%	-0.1%
Cc1cc(C)c(C(=O)/C=C/C=C/c2ccccc2)c(=O)[nH]1	3.9%	-38%	6%	-6%	10%	-3.2%	-1.4	36	2%	-0.1%
O=C1NC(c2ccccc2)=C(c2nc3ccccc3s2)C(c2ccc(O)cc2)N1 (stereo not given)	-3.4%	-31%	-15%	-90%	-7%	28%	11	55	-23%	0.2%
O=C(O)c1ccc2c(c1)C(=O)N(c1ccc(OCc3ccccc3)cc1)C2=O	0.5%	-8%	-2%	-4%[20 µM]	12%	-2.3%	1.5	64	4%	-0.2%
CCCn1c(N)c(C(c2ccc(C(=O)OC)cc2)N2CCN(c3ccccc3)CC2)c(=O)[nH]c1=O (stereo not given)	0.2%	-6%	-8%	-24%	2%	3.0%	2.4	82	-7%	-0.1%
C1=C(c2ccccc2)N2CCN=C2S1	0.0%[50 µM]	-22%	4%	-30%	3%	-5.5%	0.1	34	-4%	0.1%
Cc1ccccc1OCc1nnc(SCC(=O)Nc2ccc3nc(SCC(=O)Nc4ccccc4)sc3c2)n1C	1.9%[50 µM]	1%	8%	32%	7%	-1.4%	8.2	57	11%	-0.2%
CC(/C=C/C=C/c1ccccc1)=N/NC(=O)CNc1ccc(C)cc1	0.3%	x	-20%	-13%	0%	0.4%	6.1	53	-2%	-0.2%
COc1ccccc1NC(=O)C(C)NS(=O)(=O)c1ccc(F)cc1 (stereo not given)	0.0%	-3%	6%	17%	8%	-4.0%	1.1	54	-10%	-0.1%
CCOC(=O)c1sc(Nc2nc3ccc(OC)cc3s2)cc1C	-4.0%	1%	14%	-88%	8%	-1.4%	14	38	-4%	-0.3%
COc1ccc(C2=NN(CC(=O)Nc3cc(C)ccc3C)C(=O)CC2)cc1	-0.6%[50 µM]	-2%	0%	13%	1%	0.5%	0.1	48	16%	-0.1%
CCN1CCCC1CNC(=O)c1[nH]c2ccc(OC)cc2c1C (stereo not given)	-0.1%[50 µM]	-6%	17%	-18%	13%	3.0%	-1.4	118	2%	0.0%
Cc1cc(Cl)ccc1OCC(=O)NCCC(=O)O	2.2%[50 µM]	0%	0%	-12%	-4%	0.4%	-0.8	38	11%	0.3%
COc1c([N+](=O)[O-])c(=O)n(-c2ccccc2)c2ccccc12	1.0%[50 µM]	-12%	6%	0%	6%	0.0%	0.6	61	13%	1.2%

2 entries from above, as comma-separated lines.
Molecule,UTI89 phage lysis,NOD1 inhibition,GPR55 antagonists,KOR beta-arrestin-1,MgcRacGAP inhibition,KOR beta-arrestin-2,NTR1 ag,NTR1 ag cell count 20 µM,GPR35 arrestin U2OS,GPR55 beta-arrestin
CC(/C=C/C=C/c1ccccc1)=N/NC(=O)CNc1ccc(C)cc1,0.3%,x,-20%,-13%,0%,0.4%,6.1,53,-2%,-0.2%
COC(=O)NNC(=O)C(C)Oc1ccc(Cl)cc1Cl (stereo not given),-1.6%,-4%,-8%,-41%,7%,6.6%,0.8,78,-7%,0.0%

Next section
SMILES	UTI89 phage lysis	NOD1 inhibition	GPR55 antagonists	KOR beta-arrestin-1	MgcRacGAP inhibition	KOR beta-arrestin-2	NTR1 ag	NTR1 ag cell count 20 µM	GPR35 arrestin U2OS	GPR55 beta-arrestin
Cc1cccc(NC(=S)N2CCC(N(C)CC3CCCO3)CC2)c1C (stereo not given)	2.2%	8%	4%	-23%	15%	1.6%	0.0	81	7%	0.1%
Cc1ccc2nc(SCC(=O)NCc3ccco3)c(C#N)cc2c1	4.6%	-24%	-8%	24%	6%	-3.4%	-0.5	77	-27%	-0.2%
CC(=O)Nc1ccc(S(=O)(=O)NCc2nc(-c3cccc(C)c3)no2)cc1	1.6%	-22%	-21%	-22%	1%	1.9%	0.8	49	-1%	-0.2%
CC(C)(C)n1[nH]c2c3c(ccc2c1=O)C(=O)c1ccccc1C3=O	0.4%	-1%	-4%	-25%	8%	-1.1%	-0.9	73	3%	0.2%
CN1CCC(NC(=O)Nc2ccc(Br)cc2)CC1	0.1%	-13%	4%	-8%	11%	2.0%	0.1	51	3%	-0.1%
Cc1cc(C)c(NN=c2c(=O)c3ccccc3c2=O)c(C)c1	-1.6%	-107%	-15%	-8%	2%	4.0%	3.0	61	-2%	0.0%
CC(C)N1CCc2c(sc(NC(=O)CCS(=O)(=O)c3ccccc3)c2C(N)=O)C1	0.5%[50 µM]	1%	-11%	14%	7%	15%	-0.6	55	-7%	0.0%
O=C(O)CCCNc1ccc([N+](=O)[O-])c(NCCCC(=O)O)n1	x	32%	4%	-13%[20 µM]	x	-0.1%	-0.8	59	5%	0.3%
O=S(=O)(NCC1CC1)c1cc(Cl)cc(Cl)c1	0.2%	-7%	2%	11%	9%	-4.0%	1.1	82	26%	-0.1%
CCc1sc(N(C(=O)Cc2ccccc2)c2ccccc2F)nc1-c1ccc(C)cc1	0.0%	3%	11%	-9%	15%	0.2%	2.8	90	-3%	-0.1%
O=C(Oc1cc(=O)n2ccccc2n1)c1ccccc1	0.4%	-26%	0%	-6%	4%	15%	x	x	4%	0.1%
C/C(Cl)=C/Cn1c(=O)c2c(nc(Br)n2Cc2ccccc2)n(C)c1=O	0.1%	35%	-2%	5%	6%	1.3%	2.1	62	11%	-0.2%
CCOC(=O)C1CCCN(S(=O)(=O)c2cc(Br)cc3c2N(C(C)=O)CC3)C1 (stereo not given)	-0.1%	-4%	-10%	-23%	-37%	-0.7%	-1.5	51	-3%	x
Cc1oc(C)c(C(=O)Nc2ccc(CC(=O)O)cc2)c1C(=O)Nc1ccc(CC(=O)O)cc1	-0.9%	-22%	1%	23%	6%	0.2%	-3.5	92	15%	-0.1%
Cc1cc(SCC(=O)c2ccccc2)nc(C)n1	0.1%	-25%	-7%	-15%	8%	3.9%	0.4	60	8%	0.2%
Cc1cccc(NC(=O)c2cnc3scc(C)n3c2=O)c1	0.0%	-28%	4%	18%	14%	-6.3%	1.6	113	-1%	0.4%
Cc1cc(N2CCN(C)CC2)nc2ccc(NC(=S)NCc3cccs3)cc12	0.1%	-28%	6%	-4%	15%	2.7%	0.1	54	-14%	-0.3%
CCCCNC(=O)CSc1nc(O)cc(=O)n1C1CCCC1	0.2%	-46%	10%	-32%	1%	0.2%	0.8	56	6%	-0.3%
Nc1nonc1C(=O)NCCNc1ncccc1[N+](=O)[O-]	-0.5%	-33%	0%	21%	-9%	-3.3%	2.3	58	16%	-0.3%
CCOc1ccc(N2C(=O)CC(SC(=NC)Nc3cccc(OC)c3)C2=O)cc1 (stereo not given)	-0.3%	-18%	3%	-22%[20 µM]	7%	x	0.0	56	8%	0.2%
CC(NCc1ccccc1)C1COc2ccccc2O1 (stereo not given)	-0.3%	3%	4%	-26%	24%	2.4%	-1.3	74	-6%	-0.1%
O=C(CN(c1ccccc1)S(=O)(=O)c1ccccc1[N+](=O)[O-])NN=C1CCCCCCC1	4.2%	12%	-7%	-1%	2%	0.0%	0.6	42	17%	-0.1%
COc1ccc(C(=O)Cn2nnc(-c3cccs3)n2)cc1	-0.2%	35%	-6%	-23%	-1%	2.5%	2.8	105	-10%	0.3%
CCOc1ccc(C(=O)Nc2ccc(NC(=O)c3ccco3)c(Cl)c2)cc1Br	0.1%	26%	12%	-22%	6%	-0.7%	16	118	10%	-0.1%
COc1ccc(C(=O)Nc2ccc3c4c(cccc24)CC3)cc1	1.2%	0%	1%	0%	10%	0.7%	-1.0	62	16%	-0.3%
CCOC(=O)c1ccc(NC(=O)c2nccnc2C(=O)O)cc1	0.2%	10%	-8%	-29%	-6%	12%	1.7	53	8%	-0.1%
CC(=O)Nc1ccc(C(=O)CSc2nc3ccc(C)cc3[nH]2)cc1	0.7%[50 µM]	-40%	2%	-6%	-4%	9.0%	1.6	60	5%	-0.3%
C/C(=N\NC(=O)c1ccc(CSc2nncn2C)cc1)c1ccc(C#N)cc1	2.0%[50 µM]	-28%	2%	13%	11%	-0.3%	1.1	82	14%	-0.1%
CCOc1cccc(Nc2cc3n(c(=O)n2)CCc2cc(OC)c(OC)cc2-3)c1	0.5%	7%	-10%	-9%	13%	-2.6%	-0.4	92	8%	-0.1%
COc1ccccc1N1CCN(C(CNS(=O)(=O)c2ccccc2)c2cccnc2)CC1 (stereo not given)	-0.3%	0%	-5%	9%	0%	-0.3%	0.7	41	-25%	-0.1%

An excerpt (hit frequency here may not be typical).
